MsrA inhibitor: inhibits bovine methionine sulfoxide reductase A; inhibition, % at 15.5 µM; purified bovine MsrA, absorbance read-out; hit rate 0.75% among 360,000; in the data active = inhibition above about 4.5%;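 also: 0% = vehicle wells with enzyme and 100% = reference inhibitor wells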
bovine MsrA act: activates bovine MsrA enzyme; activation, % at 10.6 µM; hit rate 0.3% among 360,000; purified bovine MsrA, absorbance read-out; AID 602163; in the data active = activation above about 7.5%;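 also: 0% = vehicle and 100% = reference activator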
FAS-TE inh: FAS thioesterase (human) inhibition; P49327; recombinant FAS-TE, OMFH fluorogenic substrate, fluorescence endpoint; inhibition, % at 15 µM; hit rate 0.67% among 360,000; AID 602261;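 active = compounds whose normalised, plate-corrected inhibition of enzyme fluorescence in the single-dose primary screen is 50% or more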;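 also: 0% = DMSO with enzyme and 100% = substrate without enzyme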
SKN-1 inh: inhibitors of C. elegans SKN-1. C. elegans VP596 Pgst-4::GFP/RFP ratio, acrylamide-induced, 24 h. inhibition, % at 21.8 µM. hit rate 0.49% among 360,000;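 active = interference check ratio from 0.5 to 1.5 plus GFP to RFP signal ratio inhibition reaching or exceeding a fixed threshold, cut at about 30% in these data, passing the limit was not always enough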; also: some compounds called inactive have numbers as strong as hits
TbMetRS inhib: blocks T. brucei methionyl-tRNA synthetase activity. inhibition, % at 11.9 µM. purified T. brucei MetRS, ATP depletion, Kinase-Glo luminescence. hit rate 0.4% among 360,000;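 active = inhibition above a per-plate cutoff of the control wells' mean inhibition plus 3 SD, cut at about 5.5% in these data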;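 also: 0% = DMSO wells median and 100% = median of wells with control inhibitor compound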
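Material: parasite MetRS enzyme / Replication: singlicate, one well per compound / Signal: luminescence of leftover ATP / Schedule: 2 h aminoacylation at 25 °C after 15 min preincubation / Medium: HEPES-MgCl2-KCl buffer plus DTT, spermine, BSA, pyrophosphatase / Doses: 11.9 µM single point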
eLon inh: inhibitors of E. coli Lon protease; purified E. coli Lon protease, fluorescence polarization; AID 602123; P0A9M0; hit rate 0.42% among 360,000; inhibition, % at 7.94 µM; in the data active = inhibition above about 13%, passing the limit was not always enough;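 also: 0% = enzyme with probe and DMSO and 100% = no enzyme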
NRP1-CendR mod: alters CendR peptide binding to human NRP-1; O14786; FAM-RPARPAR peptide binding to NRP-1, fluorescence polarization; inhibition, % at 25 µM; hit rate 0.85% among 360,000; AID 602438;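 active = inhibition or corrected inhibition above about 18%, plus a signal ratio from 0.5 to 1.5, limit read from the data, passing the limit was not always enough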; also: strong numbers were not always called active
Target sequence (O14786 whole entry, looked up): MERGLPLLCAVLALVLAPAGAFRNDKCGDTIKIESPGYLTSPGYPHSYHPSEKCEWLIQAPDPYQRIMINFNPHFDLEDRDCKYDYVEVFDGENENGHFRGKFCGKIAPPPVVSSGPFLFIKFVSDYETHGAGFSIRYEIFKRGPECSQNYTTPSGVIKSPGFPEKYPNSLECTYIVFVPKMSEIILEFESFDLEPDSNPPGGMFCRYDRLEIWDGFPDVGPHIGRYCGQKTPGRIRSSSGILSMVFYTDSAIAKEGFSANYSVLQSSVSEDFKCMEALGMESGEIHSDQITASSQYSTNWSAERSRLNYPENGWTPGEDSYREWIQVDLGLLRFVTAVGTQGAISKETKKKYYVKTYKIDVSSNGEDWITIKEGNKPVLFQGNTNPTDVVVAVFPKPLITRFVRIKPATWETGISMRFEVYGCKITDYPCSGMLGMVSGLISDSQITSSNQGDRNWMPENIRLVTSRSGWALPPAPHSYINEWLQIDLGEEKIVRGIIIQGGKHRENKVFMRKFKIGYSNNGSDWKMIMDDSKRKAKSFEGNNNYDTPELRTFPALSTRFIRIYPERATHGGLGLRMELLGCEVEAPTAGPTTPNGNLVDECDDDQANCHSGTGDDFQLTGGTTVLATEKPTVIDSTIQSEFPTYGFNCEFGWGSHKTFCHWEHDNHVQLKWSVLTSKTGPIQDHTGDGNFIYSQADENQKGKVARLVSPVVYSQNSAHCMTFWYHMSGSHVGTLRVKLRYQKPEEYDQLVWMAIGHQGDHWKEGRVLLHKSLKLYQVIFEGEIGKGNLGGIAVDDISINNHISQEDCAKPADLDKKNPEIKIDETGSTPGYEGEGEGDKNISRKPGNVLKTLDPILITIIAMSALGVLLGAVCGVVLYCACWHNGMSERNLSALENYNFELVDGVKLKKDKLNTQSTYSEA
PABP1 MLLE inh: inhibitors of microRNA-mediated deadenylation, human PABP1 MLLE binding; P11940; GST-MLLE / FITC-PAM2 fluorescence polarization; inhibition, % at 20 µM; hit rate 0.36% among 360,000; in the data active = inhibition above about 35%, passing the limit was not always enough;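 also: plate controls were DMSO wells with GST-MLLE for no effect and wells lacking GST-MLLE protein for full effect; some results filed as inactive read as strong as hits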
MT1-MMP act inh: inhibitors of human MT1-MMP activation. AID 651647. P50281. GFP/RFP ratio change, % at 20 µM. hit rate 0.061% among 360,000. HT1080 RFP-PRO-GFP cells, GFP/RFP ratio fluorescence, overnight; percent of plate control window, DMSO zero;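 active = GFP/RFP ratio change of at least 30% with cell ATP level not reduced by more than half and red fluorescence within 50% of control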; also: strong numbers were not always called active
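Compound: 20 µM single dose, 1% DMSO / System: HT1080 RFP-PRO-GFP cells / Controls: DMSO and RFP-L50D-GFP cell wells / Read-out basis: GFP/RFP fluorescence ratio / Schedule: overnight compound exposure at 37 °C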
* = called active by the depositor; · = no result given.

SMILES,MsrA inhibitor,bovine MsrA act,FAS-TE inh,SKN-1 inh,TbMetRS inhib,eLon inh,NRP1-CendR mod,PABP1 MLLE inh,MT1-MMP act inh
CCOC(=O)Cn1c(=O)oc2cc(S(=O)(=O)N3CCC(N4CCCCC4)CC3)ccc21,-0.9,-3,-6,3,-0.6,-2,-4,4,-2
O=C(O)c1ccc2c(=O)n(-c3ccc(F)cc3)c(=S)[nH]c2c1,-0.1,-2,-6,-1,-0.3,-7,-2,23,-1
O=C(CN1CCN(c2nc(-c3ccccc3)cs2)CC1)NNC(=O)c1ccc(Br)cc1,-0.2,-9,-6,3,-1.4,2,-5,2,12
O=c1[nH]c(=O)n(-c2ccc(F)cc2)c2c1C(C(F)(F)F)(C(F)(F)F)N=C(c1ccc(F)cc1)N2,0.4,-1,-7,6,-0.8,0,4,7,-13
N#Cc1cc(N)ccc1Sc1ccc(Cl)cc1,-1.0,-4,22,-21,-0.3,-7,-3,11,2
Cn1c(CSCc2ccccc2)nnc1SCC(=O)Nc1ccc(C(=O)O)cc1,0.4,-2,-4,1,-0.8,-9,-4,-3,-1
CCCC(C)NC(=O)COc1ccc(Sc2ccc(OCC(=O)NC(C)CCC)cc2)cc1 (stereo not drawn),0.2,-5,1,6,-1.4,13,-14,-15,-6
CCCn1nc(C(=O)Nc2ccc3c(c2)OCCO3)c2ccccc2c1=O,2.5,-3,9,6,-0.4,-1,1,4,-7
Nc1nnnn1N=C1CCCCC1,-0.2,3,-2,12,-1.0,-5,16,-6,4
Cc1csc(Nc2ccc(Cl)cc2)[n+]1-c1ccc(Cl)cc1,1.5,1,28,8,-0.5,-2,12,34,1
CC1Cc2cc(/C(O)=C3/C(=O)C(=O)N(CCN4CCOCC4)C3c3cccc(Cl)c3)ccc2O1 (stereo not drawn),0.7,-1,-6,16,0.6,-7,-1,-2,4
Cc1cc(C)c2c(n1)nn1c(-n3ccnc3)cc(C)nc21,2.6,-5,-4,-2,-0.6,-3,5,1,2
COc1cccc(CN(C(=O)c2cnccn2)C(C(=O)NC2CCCCC2)c2cc(OC)c(OC)c(OC)c2)c1 (stereo not drawn),0.3,-1,-4,19,0.4,-4,6,3,-1
Cc1nn(CC(=O)Nc2ccc3c(c2)nc2n3CCN(C3CCCCC3)C2)c(=O)c2ccccc12,0.0,0,3,-2,-0.1,-13,-1,-11,0
COc1ccc(N2Cc3ccccc3/C2=N\C(=O)Nc2ccccc2)cc1,-0.3,-2,6,10,-0.6,-5,-13,-1,2
CN1CCN(C2CCN(S(=O)(=O)c3ccc(C(C)(C)C)cc3)CC2)CC1,-3.3,-2,0,12,-0.3,3,-3,1,-4
O=C(COC(=O)c1cccc([N+](=O)[O-])c1)Nc1ccc(Cl)cn1,0.1,3,6,-6,-0.3,-3,1,13,-1
CCCCN(C(=O)c1cccc(S(=O)(=O)N2CCCC2)c1)c1c(N)n(CCC)c(=O)[nH]c1=O,0.0,-4,-4,20,0.4,2,-3,4,1
COc1ccc(OC)c(NS(=O)(=O)c2ccc(N3CCCC3=O)cc2)c1,-0.5,2,1,-3,-1.0,-3,6,0,11
CCC(C)c1ccc(NS(=O)(=O)c2c(C)[nH]c(=O)[nH]c2=O)cc1 (stereo not drawn),0.4,-2,-4,12,-0.1,-7,0,5,-2
CN(CCc1ccccn1)C(=O)Nc1cc(Cl)cc(Cl)c1,-0.3,-2,-2,-8,0.1,10,-2,6,4
COc1ccc(C(CNC(=O)C(C)(C)Oc2ccc(Cl)cc2)N2CCCCC2)cc1 (stereo not drawn),-0.6,-4,3,-19,-0.4,-9,14,15,-2
CCOC(=O)C(NC(C)=O)(OCc1ccccc1)C(F)(F)F (stereo not drawn),-0.4,-3,-7,0,0.8,0,4,-1,5
CCOC(=O)c1cc2ccccc2n1CCN(CC)CC,1.7,-8,-5,5,-0.6,-7,5,13,-2
O=C(CSCc1ccccc1)Nc1ccc(F)cc1F,-0.7,-2,-2,-1,-0.2,-6,-8,-2,0
CC(=O)c1ccc(N2CCN(C(=O)c3ccc(Br)cc3)CC2)c(F)c1,3.4,-3,2,13,-0.6,-6,-3,0,5
COc1ccc(C2=NN(C(=O)CCC(=O)O)C(c3ccccc3OC)C2)cc1 (stereo not drawn),1.6,0,-3,6,0.9,-5,-7,8,-1
Cc1cc(Br)ccc1NC(=O)CN(C)C(=O)CSCc1ccccc1,-0.3,-9,6,19,-0.7,9,-1,-1,10
COc1cccc(CC2(CO)CCCN(Cc3c(C)cc(C)cc3-n3cccn3)C2)c1 (stereo not drawn),0.8,-7,-3,5,-0.7,-7,-3,8,-9
CCn1cc([N+](=O)[O-])c(=O)c2cc(F)c(N3CCOCC3)cc21,0.4,-1,-5,14,-0.5,3,1,7,-2
O=C1NC(c2ccc3ccccc3c2)Nc2ccccc21 (stereo not drawn),0.8,-3,-3,5,0.0,-3,0,8,4
O=C(Nc1ccc(Cl)cn1)Nc1ccc(Cl)cn1,-0.5,-2,-1,2,-0.3,0,9,10,-2
O=C(/C=C/c1ccc(OCCCF)cc1)Nc1ccnc(-c2cccnc2)n1,0.0,-2,1,-4,-1.0,-15,-73,-63,1
Cc1nc2ccc(S(=O)(=O)NCC(=O)NCCN3CCCCC3C)cc2s1 (stereo not drawn),1.5,-8,-15,-15,-1.3,-7,10,14,2
NC(CCc1ccccc1)c1csc(Nc2ccccn2)n1 (stereo not drawn),0.1,-2,-2,6,-0.1,-10,-11,-3,-3
Cc1ccc(Cn2cc(/C=C/C(=O)O)c(-c3ccccc3)n2)cc1,0.4,-1,-3,7,-0.5,-1,-6,2,-8
CC1(C)CC(CC(=O)Nc2ccccn2)C(=O)O1 (stereo not drawn),-0.5,-1,-6,-8,-0.3,-8,-3,7,5
O=C(NCc1ccc(F)cc1)C1CCN(S(=O)(=O)c2ccc3c(c2)OCCCO3)CC1,0.2,-3,-3,3,0.7,-5,-11,-17,-10
N#CCOC(=O)c1sccc1-n1cccc1,-1.0,-6,-4,21,-0.8,-3,-11,-12,3
O=[N+]([O-])c1cc(CN2CCN(c3ccccc3)CC2)c(O)c2ncccc12,-0.1,-3,10,8,-0.1,-14,15,4,-3

Going on with the list.
Below each compound: MsrA inhibitor, bovine MsrA act, FAS-TE inh, SKN-1 inh, TbMetRS inhib, eLon inh, NRP1-CendR mod, PABP1 MLLE inh, MT1-MMP act inh
O=C(CC1SC(N2CCCC2)=NC1=O)Nc1ccc(C(=O)NCCOc2ccccc2F)cc1 (stereo not drawn)
  -0.6, -10, -2, -22, -0.5, 4, 13, 1, 7
CC(Sc1ccccc1)C(=O)NN=C1CCCCCC1 (stereo not drawn)
  -0.1, -2, -3, 5, -0.5, -2, -4, 5, 2
O=C(COc1ccc(S(=O)(=O)N2CCCC2)cc1Cl)Nc1ccc2c(c1)OCO2
  -0.6, 0, -5, 13, -0.1, -4, -1, 0, 4
O=C(CSc1ccc(-c2ccccn2)nn1)NCc1ccccc1
  -0.9, -3, -6, -14, -0.3, -6, -9, 5, 1
Cc1cccc(C)c1NC(=O)c1ccc2sc([C@H]3C[C@H](O)[C@@H](CO)O3)nc2c1
  3.0, -1, -2, 9, 0.3, 2, -10, 4, 2
COc1ccc(NC(=O)C2=NNC(=O)CC2)cc1S(=O)(=O)N1CCCCC1
  -0.1, -1, -3, -6, 0.3, 5, -2, 8, -7
CCOc1ccc(OCCCC(=O)O)cc1
  -1.5, -3, -10, -16, 0.0, 5, -6, -3, 2
COCCn1c(SCC(=O)Nc2sccc2C(N)=O)nnc1-c1ccncc1
  0.1, -7, -4, -10, 0.3, -4, -19, -13, 1
COc1ccc(C(=O)Nc2ccc(O)c3ccccc23)cc1
  1.0, -2, 2, 15, 0.0, 1, 4, 0, -3
COc1ccc(C2NC(=O)c3ccccc3O2)cc1OC (stereo not drawn)
  -0.2, -4, -7, 0, 0.0, -4, 4, -3, -1
Cc1onc(-c2ccccc2Cl)c1C(=O)NC(=S)Nc1ccccc1C(N)=O
  0.3, 0, -7, 1, 0.3, -6, -9, 25, -5
Cc1cc(=O)[nH]c2nnc(-c3ccc(Cl)cc3)n12
  -0.6, -3, -3, -6, -0.1, 5, -6, 6, -10
CC(C)N(CC(O)COc1ccc(CC(N)=O)cc1)CC(O)COc1ccc(CC(N)=O)cc1 (stereo not drawn)
  0.2, -13, -7, -13, -1.8, -4, 2, -11, ·
CC1=C(C(=O)OC2CCCCC2)C(c2ccccc2)NC(=O)N1 (stereo not drawn)
  1.6, -2, 8, 15, -1.9, -5, 0, 6, -1
O=C(COc1ccccc1)Nc1ccc(CSc2ccccc2)cc1
  2.1, -2, 2, 17, 0.1, -1, 0, 8, 1
CCN(c1cccc(C)c1)S(=O)(=O)c1cn(CC(=O)OC)c2ccc([N+](=O)[O-])cc12
  0.7, -2, 32, 19, 0.4, 1, 3, 6, -3
O=C(CN1C(=O)NC2(CCCc3ccccc32)C1=O)Nc1cccc(S(=O)(=O)N2CCCCC2)c1 (stereo not drawn)
  0.8, -1, 19, 11, -0.2, -13, 15, 3, 1
C[C@H]1CN([C@@H](C)CO)S(=O)(=O)c2ccc(C3=CCCC3)cc2O[C@@H]1CN(C)C(=O)C1CCCCC1
  0.2, -6, 12, 3, -1.8, -2, -2, 7, -4

5 consecutive entries from above:
Below each compound: MsrA inhibitor, bovine MsrA act, FAS-TE inh, SKN-1 inh, TbMetRS inhib, eLon inh, NRP1-CendR mod, PABP1 MLLE inh, MT1-MMP act inh
CC1=C(C(=O)OC2CCCCC2)C(c2ccccc2)NC(=O)N1 (stereo not drawn)
  1.6, -2, 8, 15, -1.9, -5, 0, 6, -1
O=C(COc1ccccc1)Nc1ccc(CSc2ccccc2)cc1
  2.1, -2, 2, 17, 0.1, -1, 0, 8, 1
CCN(c1cccc(C)c1)S(=O)(=O)c1cn(CC(=O)OC)c2ccc([N+](=O)[O-])cc12
  0.7, -2, 32, 19, 0.4, 1, 3, 6, -3
O=C(CN1C(=O)NC2(CCCc3ccccc32)C1=O)Nc1cccc(S(=O)(=O)N2CCCCC2)c1 (stereo not drawn)
  0.8, -1, 19, 11, -0.2, -13, 15, 3, 1
C[C@H]1CN([C@@H](C)CO)S(=O)(=O)c2ccc(C3=CCCC3)cc2O[C@@H]1CN(C)C(=O)C1CCCCC1
  0.2, -6, 12, 3, -1.8, -2, -2, 7, -4

Screening results: PubChem, several laboratories
